# Source: PubChem (National Center for Advancing Translational Sciences (NCATS))
# APEX1 inh: qHTS Assay for Inhibitors of the Human Apurinic/apyrimidinic Endonuclease 1 (APE1); DNA repair nuclease/redox regulator APEX1 (Homo sapiens), P27695; recombinant APE1, TAMRA/BHQ-2 abasic DNA cleavage fluorescence; Potency, µM (doses to about 65.8 µM), for the others: at the top dose activity change, negative = inhibition, usual class: inhibitors; 350,000 compounds, 0.35% hits;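 further: plate controls were vehicle for no effect and reference inhibitor for full effect; nearly all actives have a fitted effect of over 55% in size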
#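 APE1 at 0.75 nM final was preincubated with compound 15 min at room temperature, then 50 nM double-stranded THF abasic-site substrate (5'-TAMRA/3'-BHQ-2) was added. Fluorescence (ex 525/em 598 nm) was read kinetically; third-minus-first read gave activity.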
# BAZ2B inh: qHTS Assay for Inhibitors of BAZ2B; 360,000 compounds, 4.4% hits; Bromodomain adjacent to zinc finger domain protein 2B (Homo sapiens), Q9UIF8; AID 504333, 2011; AlphaScreen BAZ2B-H3K14Ac peptide displacement; Potency, µM (highest dose often 114 µM), without a hit: at the highest dose activity change, negative = inhibition, hits mostly inhibitors; further: on the % scale 0 is the no-effect control and ±100 the full control effect; nearly all actives have a fitted effect of over 60% in size
#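 BAZ2B 50 nM plus b-H3(5-23)K14Ac 50 nM, PBS pH 7.4/0.01% Tween-20, 30 min RT; compound added (max 110 uM), 30 min RT; streptavidin donor/Ni-chelate acceptor beads 10 ug/mL final, 20 min dark; AlphaScreen read.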
# POLB inh: qHTS Assay for Inhibitors of DNA Polymerase Beta. P06746. Pol beta primer extension/strand displacement, fluorescence kinetic. Potency, µM (doses to about 114 µM), for inactives: at the top dose activity change, negative = inhibition, hits mostly inhibitors. 340,000 compounds, 1.3% hits; further: on the % scale 0 is the no-effect control and ±100 the full control effect
#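 Pol beta (10 nM) and compounds were preincubated 15 min at room temperature, then 50 nM substrate (final) started primer extension/strand displacement. Reads were taken at 0 and 10 min; concentration-response data were fitted to a four-parameter Hill equation.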
# Pol iota inh: qHTS for Inhibitors of Polymerase Iota; AID 588590, 2011; DNA polymerase iota (Homo sapiens), Q9UNA4; Pol iota fluorescent replication assay, 10 min; Potency, µM (series often up to 115 µM), without a hit: at the highest dose activity, negative = inhibition, most hits filed as inhibitors; 390,000 compounds, 1% hits
#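 Pol iota at 10 nM preincubated 15 min with compounds at room temperature; reaction started with fluorescent substrate, 50 nM final. Fluorescence read kinetically at 0 and 10 min; buffer-only wells as negative control.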
# JMJD2A Tudor: qHTS Assay for Inhibitors of JMJD2A-Tudor Domain. AlphaScreen JMJD2A-Tudor / H3K4me3 peptide binding. Potency, µM (doses to about 114 µM), for the others: at the highest dose activity change, negative = inhibition, actives largely listed as inhibitors. 390,000 compounds, 4.4% hits. AID 504339, 2011; further: on the % scale 0 is the no-effect control and ±100 the full control effect; nearly all actives have a fitted effect of over 50% in size
# POLK inh: qHTS for Inhibitors of Polymerase Kappa; Potency, µM (titrated, usually from 107 µM), inactives show at the highest dose activity, negative = inhibition, usual class: inhibitors; purified Pol kappa, fluorescent DNA synthesis assay, 10 min; DNA polymerase kappa (Homo sapiens), Q9UBT6; 400,000 compounds, 0.53% hits; further: on the % scale 0 is the no-effect control and ±100 the full control effect
#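 Pol kappa 10 nM + cpd, 15 min RT; start w/ substrate 50 nM final; fluorescence kinetic read, 0 and 10 min. Neg ctrl: buffer, no enzyme.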
# G9a inh: qHTS Assay for Inhibitors of Histone Lysine Methyltransferase G9a | Histone-lysine N-methyltransferase EHMT2 (Homo sapiens), Q96KQ7 | G9a H3K9 monomethylation, AlphaScreen, 2 h | Potency, µM (titrated, usually from 102 µM), inactives show top-dose activity, negative = inhibition, actives largely listed as inhibitors | 350,000 compounds, 8.8% hits | AID 504332, 2011; further: on the % scale 0 is the no-effect control and ±100 the full control effect; nearly all actives have a fitted effect of over 75% in size
#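 Readings reflect AlphaScreen signal from monomethyl-H3K9 antibody detection. HMT at 20 nM; substrate b-H3K9 500 nM; cofactor SAM 20 uM; 2 h RT reaction; compounds tested as titrations in qHTS with 15 min preincubation.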
# BLM inh: qHTS Assay for Inhibitors of Bloom's syndrome helicase (BLM); RecQ-like DNA helicase BLM (Homo sapiens), P54132; recombinant BLM DNA unwinding, fluorescence dequenching; Potency, µM (top dose mostly 56.1 µM), for the others: at the highest dose activity change, negative = inhibition, usual class: inhibitors; 350,000 compounds, 0.2% hits; AID 2528, 2010;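 further: plate controls were vehicle for no effect and no enzyme for full effect; nearly all actives have a fitted effect of over 35% in size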
# Target sequence (P54132 whole entry, looked up): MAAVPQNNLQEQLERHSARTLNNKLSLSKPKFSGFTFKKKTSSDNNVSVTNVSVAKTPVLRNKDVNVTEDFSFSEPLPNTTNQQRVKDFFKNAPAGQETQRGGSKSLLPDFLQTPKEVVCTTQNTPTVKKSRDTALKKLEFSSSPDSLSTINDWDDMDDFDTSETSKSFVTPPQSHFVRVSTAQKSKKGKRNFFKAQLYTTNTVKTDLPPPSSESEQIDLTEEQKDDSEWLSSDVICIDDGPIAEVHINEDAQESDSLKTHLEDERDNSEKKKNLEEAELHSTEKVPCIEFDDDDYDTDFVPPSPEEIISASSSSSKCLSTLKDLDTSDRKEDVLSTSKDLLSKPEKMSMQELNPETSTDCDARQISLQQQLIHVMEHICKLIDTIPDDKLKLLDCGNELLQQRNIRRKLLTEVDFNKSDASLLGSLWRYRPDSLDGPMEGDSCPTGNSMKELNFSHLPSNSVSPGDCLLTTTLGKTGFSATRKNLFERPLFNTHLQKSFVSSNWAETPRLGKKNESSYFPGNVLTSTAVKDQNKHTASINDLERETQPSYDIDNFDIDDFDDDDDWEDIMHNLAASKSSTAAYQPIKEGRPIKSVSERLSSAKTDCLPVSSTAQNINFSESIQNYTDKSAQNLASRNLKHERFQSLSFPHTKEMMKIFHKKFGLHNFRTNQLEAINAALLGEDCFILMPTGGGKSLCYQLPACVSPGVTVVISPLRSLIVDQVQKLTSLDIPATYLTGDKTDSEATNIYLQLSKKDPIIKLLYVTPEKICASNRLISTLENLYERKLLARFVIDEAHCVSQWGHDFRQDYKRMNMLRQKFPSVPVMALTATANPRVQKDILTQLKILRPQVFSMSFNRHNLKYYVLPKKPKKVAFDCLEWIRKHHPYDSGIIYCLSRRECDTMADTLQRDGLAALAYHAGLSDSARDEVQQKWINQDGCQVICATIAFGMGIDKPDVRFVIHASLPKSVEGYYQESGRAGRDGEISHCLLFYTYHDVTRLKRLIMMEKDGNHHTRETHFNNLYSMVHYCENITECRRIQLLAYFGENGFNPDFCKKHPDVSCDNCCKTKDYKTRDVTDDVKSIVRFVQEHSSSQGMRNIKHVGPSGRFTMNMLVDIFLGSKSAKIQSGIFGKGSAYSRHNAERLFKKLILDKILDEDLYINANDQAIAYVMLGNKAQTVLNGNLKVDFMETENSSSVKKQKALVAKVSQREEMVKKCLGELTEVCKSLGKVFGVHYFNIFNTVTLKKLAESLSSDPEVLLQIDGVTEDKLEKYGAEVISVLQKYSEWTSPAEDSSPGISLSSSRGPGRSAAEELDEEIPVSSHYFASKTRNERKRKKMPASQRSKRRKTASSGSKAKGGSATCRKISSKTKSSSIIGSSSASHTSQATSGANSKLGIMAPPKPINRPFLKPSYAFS
# Pol eta inh: qHTS for Inhibitors of Polymerase Eta; 390,000 compounds, 1.2% hits; DNA polymerase eta (Homo sapiens), Q9Y253; recombinant Pol eta, fluorescent DNA replication assay; Potency, µM (highest dose often 114 µM), without a hit: top-dose activity change, negative = inhibition, usual class: inhibitors; further: on the % scale 0 is the no-effect control and ±100 the full control effect
#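 Pol eta (10 nM) was preincubated with compounds for 15 min at room temperature, after which fluorescent replication substrate (50 nM final) was added to start the reaction. Fluorescence was read kinetically at 0 and 10 min.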
# Active calls of the source: *; ? = inconclusive; . = not tested or not shown; [ ] = dose if it differs, or a comment. The call rests on the fitted dose curve; in most records, active means well fitted curve in the direction sought with a large enough effect; inconclusive means small, poorly fitted or top-dose-only effect, or another doubt; inactive means no such curve, though single readings can be large; an effect the other way counts as inactive or inconclusive. Potency means the concentration at half of the fitted maximal effect. Some of the compounds tested, so the mix of outcomes need not match the whole.
SMILES,APEX1 inh,BAZ2B inh,POLB inh,Pol iota inh,JMJD2A Tudor,POLK inh,G9a inh,BLM inh,Pol eta inh
CCOc1ccc2ccccc2c1/C=N/NC(=O)c1ccc(C)nc1,-4%,12%,?,-10%,-13%,-6%,4%,-8%,-20%
COc1ccc(S(=O)(=O)NN(C)C)cc1N(C)S(=O)(=O)c1ccc(Cl)cc1,-1%,-3%,-1%,37%[activator],-21%,8%,20%[59 µM],-7%,-18%
O=C(O)c1cccc(NS(=O)(=O)c2ccc3c(c2)C(=O)c2ccccc2C3=O)c1,12%,?,?,2%,-11%,-2%,.,2%,-27%
OC(CNCC1CCCO1)COc1ccc(OCC(O)CNCC2CCCO2)cc1 (stereo unspecified),3%,4%,-7%,5%,6%,-14%,2%[59 µM],-3%,-12%
CC(=O)NC(Cc1ccccc1)C(=O)NC(Cc1ccccc1)C(=O)O (stereo unspecified),66%[activator],-14%,10%,3%,0%,9%,?,2%,-7%
CCOC(=O)C1(Cc2cccc(OC)c2)CCN(Cc2ccc(OC)c(OC)c2)CC1,-3%,-21%,?,11%,-25%,2%,-29%,6%,-8%
O=C(Cc1ccc(F)cc1)Nc1nnc(SCC(=O)N2CCCCC2)s1,-3%,-33%,3%,159%[activator],-2%,1%,4%,1%,13%
CCOC(=O)c1scc(-c2ccccc2)c1S(=O)(=O)N1CCN(c2ccccc2OC)CC1,.,-37%,19%,17%,-18%,0%,-6%[59 µM],-7%,-23%
Cc1ccc(C(=O)Nc2ccc3nccnc3c2)cc1,16%,4%,4%,-1%,3%[57.1 µM],-14%,17%[0.0925 µM],-1%,-20%
CCOC(=O)c1cc(/C(C)=N/OC(=O)c2ccc(Cl)cc2)on1,10%,0%,35%,98%[activator],-5%,-6%,.,1%,-12%
CCOc1cccc(N(C(=O)Cc2cccs2)C(C(=O)NC2CCCCC2)c2cccn2C)c1 (stereo unspecified),7%,6%,20%,29%,-12%,1%,24%[59 µM],1%,-6%
CCC(C)n1c(=O)c2sccc2n2c(CCCC(=O)NCc3ccccc3Cl)nnc12 (stereo unspecified),.,-12%,4%,20%,-20%,-2%,-4%[59 µM],-6%,-8%
CC(=O)OCC1=C(C(=O)O)N2C(=O)C(NC(=O)c3ccc(COc4ccc(Cl)cc4)o3)C2SC1 (stereo unspecified),-3%,-19%,?,?,?,?,?,-11%,50µM*
CCOC(=O)N1CCN(C(=O)CSc2nc3c([nH]c4ccccc43)c(=O)n2CC)CC1,35%,-11%,-14%,22%,-8%,-1%,5%,-5%,-13%
O=C(CNC(=O)c1ccc(Cl)cc1Cl)OCC(=O)N1CCCC1=O,18%,-3%,.,23%,1%,-2%,-1%[0.501 µM],.,-19%
O=C(Cc1ccc(Cl)cc1)NCCS(=O)c1ccc(Cl)cc1 (stereo unspecified),-6%,8%,31%,13%,0%,-8%,12%[59 µM],-1%,-19%
Cc1cccc(NC(=O)CSc2nc(=O)n(Cc3ccncc3)c3c2CCC3)c1C,.,0%,14%,22%,2%,-6%[60.1 µM],15%[59 µM],1%,-9%
CCOC(=O)c1[nH]c2ccc(Br)cc2c1NC(=O)CCN1CCCCC1,10%,13%,38%,.,.,.,-18%[59 µM],-2%,.
Cc1ccc(S(=O)(=O)c2nc(-c3ccccc3)oc2N2CCCCCC2)cc1,.,-38%,-16%,6%,-30%,-8%,?,-10%,.
Cc1ccc(N(Cc2ccccc2O)C(=O)c2ccccc2F)cc1,-7%,-24%,-3%,-15%,-11%,-3%,2%[59 µM],-10%,-16%
CCOc1ccc(OCC)c(NC(=O)CN2CCC(NC(=O)c3cccc(F)c3)CC2)c1,9%,.,-3%,16%,-27%,-13%,15%[59 µM],-6%,-18%
O=C(Nc1ccc(C(=O)N2CCOCC2)cc1)Nc1cccc(C(F)(F)F)c1,.,.,.,10%,-1%,0%,.,.,-19%
CCN1CCCC1CNS(=O)(=O)c1c(C)cc(C)cc1C (stereo unspecified),3%,1%,44%,-9%,9%,-7%,-4%,2%,-16%
Cc1ccccc1C(=O)N1CCC(C(=O)OCC(=O)Nc2cccc([N+](=O)[O-])c2C)CC1,7%,6%,.,-16%,-3%,15%,0%[59 µM],.,-24%
CCOC(=O)c1sc(NS(=O)(=O)c2ccc(C)cc2)nc1C,0%,?,13%,?,-7%,-5%,50µM*,1%,-2%

# New compounds follow.
SMILES,APEX1 inh,BAZ2B inh,POLB inh,Pol iota inh,JMJD2A Tudor,POLK inh,G9a inh,BLM inh,Pol eta inh
O=C(Nc1cccc(F)c1)N1CC[C@@]2(CCCN(C(=O)c3csnn3)C2)C1,-1%,.,.,.,.,5%[60.1 µM],0%[12.7 µM],2%,.
Cc1ccc(-n2c3c(cc(C(=O)NC4CCSC4=O)c2=O)C(=O)CC(C)(C)C3)cc1 (stereo unspecified),-1%,-8%,-4%,43%[activator],-9%,-3%[60.1 µM],-4%,-1%,-14%
O=C(CSc1nnc(Cc2ccccc2)o1)N1CCCc2ccccc21,-3%,-1%,12%,13%,-6%,-3%,-50%[12.7 µM],-1%,0%
CCc1ccccc1NS(=O)(=O)c1ccc2oc(=O)c3ncn(C)c3c2c1,.,-3%,31%,-5%,-21%,-6%,-9%[59 µM],-4%,1%
COc1ccc(CNC(=O)CNC(=O)c2ccc(Br)o2)cc1OC,2%,-1%,34%,5%,-5%,6%,.,1%,4%
CCc1noc(C)c1C(=O)N1CCN(S(=O)(=O)c2c(C)c(C)cc(C)c2C)CC1,9%,-1%,.,3%,-6%,-4%,0%,.,-12%
C=CCNC(=O)C1CC(=O)N(c2ccc(OCC(=O)Nc3ccc(CC)cc3)cc2)C1 (stereo unspecified),42%,-16%,38%,-23%,-16%,-15%,58%[activator],-4%,-12%
O=c1c2ccccc2nnn1CSc1nnc(COc2ccc(Cl)cc2)n1Cc1ccco1,-7%,?,20%,0%,?,-12%,16%[0.0925 µM],-8%,-6%
CC(=Nc1ccccc1C(F)(F)F)c1ccncc1,-14%,-2%,-5%,29%,-13%,-10%,-30%[2.33 µM],-3%,-3%
COc1ccc(S(=O)(=O)NCC2CCCN(C(=O)c3ccccc3)C2)cc1 (stereo unspecified),-1%,-9%,4%,27%,-10%,-4%,.,2%,-17%
CCC(CC)C(=O)N1CC(=O)Nc2ccc(Br)cc2C1c1ccccc1 (stereo unspecified),-8%,-1%,7%,11%,-15%,2%,-9%[59 µM],-2%,-9%
CN(C)c1ccc(/C=N/NC(=O)c2ccn(C)n2)cc1,-3%,-5%,9%,0%[58.9 µM],-9%,-12%,.,-4%,-7%
Cc1ccccc1C1CC(=O)NC2=C1C(=O)CCC2 (stereo unspecified),6%,18%,30%,4%,-19%,-4%,0%[0.0925 µM],0%,-7%
Cc1csc(NC(=O)CSc2ncc(-c3ccccc3)[nH]2)n1,3%,50µM*,0%,114%[activator],-27%,-3%,3.2µM*,0%,-23%
Cc1ccc(C(=O)O)cc1-n1c(C)ccc1-c1ccccc1,.,?,3%,-16%,-31%,-7%,?,-2%,3%
N#Cc1c(N)nc2c(c1N)CC(CCl)O2 (stereo unspecified),-2%,47%[activator],1%,126%[activator],?,-9%,22%[59 µM],-20%,0%
COc1ccc(CCNC(=O)c2cc(S(=O)(=O)N3CCOCC3)ccc2N2CCCC2)cc1OC,34%,-3%,.,19%,-10%,-2%,-20%,.,-12%
CC1CCN(C(=O)CSc2nnc(CNC(=O)c3ccc(S(=O)(=O)N(C)C)cc3)o2)CC1,8%,3%,-19%,21%,-7%,-26%,.,-1%,0%
COc1ccccc1NCc1ccc([N+](=O)[O-])s1,3%,50µM*,-15%,11%,?,-24%,7.9µM*,-1%,-3%
CCOc1ccc(C(C)=O)cc1COc1cccnc1[N+](=O)[O-],34%,-9%,-1%,11%,-3%,-4%,16%,-9%,-19%
O=S(=O)(Nc1cccc(S(=O)(=O)N2CCCC2)c1)c1ccc(F)cc1,0%,-3%,.,24%,-4%,-17%,-5%,.,-23%
COc1cc(-c2nnc(SCCOc3ccc(Cl)cc3)o2)cc(OC)c1OC,.,-24%,-18%,10%,-11%,-13%,-34%[59 µM],-3%,-15%
COc1cc(OC)cc(C(=O)N[C@H](C(=O)OCC(=O)Nc2ccc(C)cc2C)C(C)C)c1,1%,-19%,-17%,12%,-17%,-21%,12%[59 µM],-7%,-28%
COC(=O)[C@H](Cc1ccccc1)NC(=O)NCc1cccs1,3%,10%,2%,-2%[58.9 µM],-7%,-1%,22%[12.7 µM],3%,-15%
CCCCC(=O)Nc1cc([N+](=O)[O-])ccc1Cl,3%,8%,26%,16%,-3%,-10%,6%[59 µM],6%,-14%
CC(C)(C)C(=O)COC(=O)C1CC(=O)N(c2ccccc2)C1 (stereo unspecified),14%,-4%,20%,18%,-5%,-3%,.,-4%,-15%
CN(CCC#N)S(=O)(=O)c1ccc2[nH]cc(C(=O)NCCc3ccccc3)c(=O)c2c1,17%,3%,16%,14%,-25%,-12%,?,-14%,-1%

# As entered above:
# BAZ2B inh with `COc1cc(-c2nnc(SCCOc3ccc(Cl)cc3)o2)cc(OC)c1OC` reads -24%
# BAZ2B inh with `CCC(CC)C(=O)N1CC(=O)Nc2ccc(Br)cc2C1c1ccccc1` (stereo unspecified) reads -1%
